Screening data from PubChem BioAssay.
Smad3 FoxH1 inh = Smad3 (human) transcription factor binding inhibition; P84022; TR-FRET Smad3/Dy647-FoxH1 peptide binding, europium anti-His; inhibition, % at 25 µM; 88,000 tested, 0.29% active; AID 630;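 active = compounds that reduce the energy-transfer binding signal between the protein and its labelled peptide by more than half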;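 also: 0% = Smad3 plus labelled peptide maximal FRET and 100% = peptide-only background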
Target sequence (P84022 whole entry, looked up): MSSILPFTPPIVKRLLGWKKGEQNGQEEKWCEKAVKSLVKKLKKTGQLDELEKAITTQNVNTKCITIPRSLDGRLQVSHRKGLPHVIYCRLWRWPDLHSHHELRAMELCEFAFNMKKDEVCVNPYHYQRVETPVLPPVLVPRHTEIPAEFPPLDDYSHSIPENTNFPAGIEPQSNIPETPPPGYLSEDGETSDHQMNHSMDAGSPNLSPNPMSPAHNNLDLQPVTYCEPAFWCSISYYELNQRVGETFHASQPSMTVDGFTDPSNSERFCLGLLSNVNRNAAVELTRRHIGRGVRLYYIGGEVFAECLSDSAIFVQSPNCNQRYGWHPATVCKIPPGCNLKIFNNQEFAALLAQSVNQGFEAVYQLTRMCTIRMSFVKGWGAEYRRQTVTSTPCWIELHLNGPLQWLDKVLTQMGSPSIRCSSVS
VCAM1 TNFa inh = reduces TNF alpha induced VCAM1 expression in HUVEC | AID 802 | 95,000 tested, 0.48% active | HUVEC TNFa-induced VCAM-1 immunofluorescence, high-content imaging | inhibition, % at 2 µM;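 active = inhibition above the batch mean plus 3 SD, with images confirmed as a hit by eye, cut at about 37% in these data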;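 also: 0% = TNF-stimulated DMSO wells and 100% = unstimulated control wells; not every result past the cut was called active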
HUVEC tox TNFa = HUVEC cytotoxicity counter-screen, TNF alpha stimulated | HUVEC TNFalpha-stimulated, Hoechst cell count, imaging | 93,000 tested, 0.17% active | AID 848 | cell count reduction, % at 2 µM;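 active = cell count reduction exceeding the screen mean by over 5 SD, scaled to untreated wells per plate, cut at about 78% in these data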;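 also: cells counted after 24 h of TNF alpha exposure following the 1 h pretreatment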
HUVEC tox IL1B = toxic to HUVEC cells under IL-1B stimulation | cell count reduction, % at 2 µM | HUVEC cell count loss, Hoechst imaging, IL-1B stimulated | AID 845 | 94,000 tested, 0.41% active;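 active = cell count reduction more than 3 SD above the screen-wide mean, cut at about 70% in these data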;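 also: normalized per plate to untreated control cells as the no-loss baseline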
F-actin modifier = alters cytoskeleton assembly in HUVEC cells. HUVEC TNFa F-actin phalloidin imaging, high content. inhibition, % at 2 µM. 91,000 tested, 0.18% active;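 active = inhibition above the batch mean plus 3 SD and confirmed as a hit by visual image inspection, cut at about 30% in these data, passing the limit was not always enough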; also: strong numbers were not always called active
sEH inh = soluble epoxide hydrolase (human) inhibition. recombinant human sEH enzymatic activity assay. P34913. inhibition, % at 2 µM. 91,000 tested, 0.34% active; in the data active = inhibition above about 80%; also: values of inactives mirror those of a sister screen read the other way; many of its hits are not listed in these tables
ERb SRC1 inh = blocks coactivator binding to human estrogen receptor beta | inhibition, % at 25.6 µM | 86,000 tested, 1.3% active | Q92731 | AID 633 | TR-FRET ER-beta LBD / SRC1-Cy5 peptide binding; receptor agonist-loaded with 1 µM estradiol;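 active = compounds whose percent inhibition of the receptor-coactivator binding signal exceeds about 50% in the single-dose screen, limit read from the data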;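 also: 0% = receptor plus peptide wells without compound and 100% = peptide-only wells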
Target sequence (Q92731 whole entry, looked up, the tested form may be a part): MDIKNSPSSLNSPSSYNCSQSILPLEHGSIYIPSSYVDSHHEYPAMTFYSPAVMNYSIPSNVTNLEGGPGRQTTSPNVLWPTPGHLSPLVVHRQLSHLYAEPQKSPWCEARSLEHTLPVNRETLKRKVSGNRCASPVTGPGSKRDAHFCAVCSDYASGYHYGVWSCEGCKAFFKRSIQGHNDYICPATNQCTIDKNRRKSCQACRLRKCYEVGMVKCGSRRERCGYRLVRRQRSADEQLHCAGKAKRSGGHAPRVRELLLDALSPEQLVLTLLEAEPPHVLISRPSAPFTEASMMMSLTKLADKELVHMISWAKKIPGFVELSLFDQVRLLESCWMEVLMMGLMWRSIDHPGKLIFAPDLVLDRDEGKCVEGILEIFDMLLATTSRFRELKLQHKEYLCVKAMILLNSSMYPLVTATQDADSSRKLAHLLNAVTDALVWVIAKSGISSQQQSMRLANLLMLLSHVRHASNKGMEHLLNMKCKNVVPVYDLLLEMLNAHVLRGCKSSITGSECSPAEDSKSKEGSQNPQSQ
Calb biofilm kill = kills Candida albicans biofilms. C. albicans biofilm + clotrimazole, Alamar Blue. inhibition, % at 6 µM. 85,000 tested, 0.14% active;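 active = inhibition above 20%; inactive = inhibition below 20%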;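 also: preformed 24 hr biofilms exposed to compound for 48 hr; 0% = biofilm without compound and 100% = blank killed by clotrimazole plus chlorhexidine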
sEH activator = increases human soluble epoxide hydrolase activity | purified human sEH enzymatic activity, activator screen | activation, % at 2 µM | 91,000 tested, 0.04% active; in the data active = activation above about 37%; also: values of inactives mirror those of a sister screen read the other way
Active calls of the source: *; . = no result given; [ ] = dose if it differs, or a comment.

SMILES	Smad3 FoxH1 inh	VCAM1 TNFa inh	HUVEC tox TNFa	HUVEC tox IL1B	F-actin modifier	sEH inh	ERb SRC1 inh	Calb biofilm kill	sEH activator
CCc1ccc2[nH]c(=O)c(C(c3nnnn3Cc3ccco3)N3CCC(C)CC3)cc2c1 (stereo unspecified)	-4	2	-14	-45	5	-17	0	8	19
O=C(CN1CCCCC1)Nc1ccccc1NC(=O)CN1CCCCC1	-3	28	-9	6	-4	-1	9[fluorescence artefact?]	6	1
Cn1c(NC(=O)Cc2ccc(F)cc2)cc(=O)n(C)c1=O	-4	10	-13	6	8	-4	2[fluorescence artefact?]	14	7
Cc1ccc(O)c(C(=O)c2cnc3c(c2)COc2ccccc2-3)c1	14	10	-22	-3	-2	3	-5	6	0
CN(CC(=O)Nn1cnnc1)S(=O)(=O)c1ccc(Br)cc1	0	6	-3	-14	6	-2	-1[fluorescence artefact?]	6	4
CN(C)c1ccc(NC2=C([N+](=O)[O-])CS(=O)(=O)C2)cc1	9	-4	-15	0	-7	6	31	-1	-8
CC1=C(C(=O)Nc2cccnc2)C(c2ccc(C(C)C)cc2)n2ncnc2N1 (stereo unspecified)	2	10	-11	-19	-16	1	-9	2	-1
COC(=O)Cc1cc(=O)[nH]c(/N=C(\N)Nc2ccc(C)cc2C)n1	5	7	-11	15	-22	-4	-2[fluorescence artefact?]	9	4
O=S(=O)(CCSc1nc2ccccc2o1)Cc1ccccc1	-2	8	-7	22	-27	-11	-5	3	15
Cc1ccc(C(=O)c2cn(-c3ccc(F)c(Cl)c3)nn2)cc1	.	-11	8	15	-10	6	.	.	-4
Cc1ccccc1NC(=O)C(C)c1cccc(C(=O)c2ccccc2)c1 (stereo unspecified)	.	2	10	-106	-15	-5	.	.	6
COc1ccccc1/C=C/C=N/N1CCN(Cc2ccc(Cl)cc2)CC1	.	14	-15	-57	17	14	.	.	-12
C=CCNCCCCOc1ccc(OCC)cc1	-2	6	-16	.	-2	5	-3	4	-5
CCOC(=O)N1CCN(C(=O)c2ccccc2Oc2ccccc2)CC1	.	7	-27	-17	-70	-3	.	.	3
Cc1ccccc1Cn1c(-c2cncs2)nc2ccccc21	22[fluorescence artefact?]	-18	-6	17	59	-7	1	6	6
O=C(NCC1CCCO1)c1cc(C(=O)C2CC2)c[nH]1 (stereo unspecified)	.	-9	12	0	-2	-16	.	.	18
CC1c2[nH]c3ccccc3c2CCN1S(C)(=O)=O (stereo unspecified)	6	10	-25	-26	-2	-4	-12	7	5
O=[N+]([O-])c1ccc2nc(-c3ccc(Cl)cc3)n(OCc3ccccc3)c2c1	.	-4	-22	-85	-8	0	.	.	-3
COc1cccc(C2C(C(C)=O)=C(O)C(=O)N2Cc2ccco2)c1 (stereo unspecified)	8	-14	-1	-25	13	-3	-6	6	2
O=C(Nc1cccc(Cl)c1)OCc1cnc(Cl)s1	0	-1	27	-9	-15	-4	-9	-3	6
O=C(NCc1cccnc1)C1CC(c2ccc(F)cc2)=NO1 (stereo unspecified)	-4	0	-1	-9	17	0	-8	1	-1
CC(=O)Nc1ccc(S(=O)(=O)N2CCN(C(=O)c3ccccc3F)CC2)cc1	4	8	-6	14	24	10	-9	2	-9
Cc1onc(-c2ccccc2Cl)c1C(=O)OCC(=O)c1ccc2c(c1)OCCO2	13[fluorescence artefact?]	7	-41	-40	-1	-3	-7	9	1
CCOC(=O)Nc1cccc(OCC(=O)Nc2ccccc2OCC)c1	.	-17	2	-63	-8	-15	.	.	18
CCOc1ccc(CNC(=O)CCn2c(=O)oc3ccccc32)cc1OC	.	4	-21	10	-9	-2	.	.	2

Molecules listed so far that contain an aryl methoxy group, in the order listed:
SMILES	Smad3 FoxH1 inh	VCAM1 TNFa inh	HUVEC tox TNFa	HUVEC tox IL1B	F-actin modifier	sEH inh	ERb SRC1 inh	Calb biofilm kill	sEH activator
COc1ccccc1/C=C/C=N/N1CCN(Cc2ccc(Cl)cc2)CC1	.	14	-15	-57	17	14	.	.	-12
COc1cccc(C2C(C(C)=O)=C(O)C(=O)N2Cc2ccco2)c1 (stereo unspecified)	8	-14	-1	-25	13	-3	-6	6	2
CCOc1ccc(CNC(=O)CCn2c(=O)oc3ccccc32)cc1OC	.	4	-21	10	-9	-2	.	.	2

(further entries)
SMILES	Smad3 FoxH1 inh	VCAM1 TNFa inh	HUVEC tox TNFa	HUVEC tox IL1B	F-actin modifier	sEH inh	ERb SRC1 inh	Calb biofilm kill	sEH activator
O=C(CCCC(=O)N(CC(=O)NC1CCCC1)Cc1ccccc1Cl)Nc1ccccn1	2	1	-17	5	15	-9	6	3	13
CC(=O)c1cc(-c2ccccc2)[nH]c1N1CCOCC1	3	15	-16	11	9	-3	-4	8	4
Cc1ccc(P(=Nc2ccccc2)(N2CCOCC2)N2CCOCC2)o1	7	2	-18	12	3	-1	3[fluorescence artefact?]	10	-2
CC1=CC(c2ccccc2)n2nc(NS(=O)(=O)c3ccc(C)cc3)nc2N1 (stereo unspecified)	.	14	-25	-11	-41	-7	.	.	3
COc1cc(NS(=O)(=O)c2ccc(F)cc2)c(OC)cc1NC(C)=O	7	-16	-20	-8	-3	2	0[fluorescence artefact?]	8	-2
CCCS(=O)(=O)C(=C1Nc2ccccc2N1)S(=O)(=O)CCC	0	14	-25	-9	15	-1	-2[fluorescence artefact?]	7	2
Cc1cc(C)c2c(c1)C1C=CCC1C(c1ccc(S(=O)(=O)N3CCOCC3)cc1)N2 (stereo unspecified)	.	15	11	5	6	4	.	.	-1
CN1CCN(C2=C(Cl)C(=O)N(C3CCCCC3)C2=O)CC1	3	-7	-31	-18	3	3	-9	2	-2
C/C(CC1(O)C(=O)N(Cc2ccccc2)c2ccccc21)=N\O (stereo unspecified)	0	-73	-33	-9	6	1	-7	-4	0
COc1ccc(C2C(C(=O)Nc3cccnc3)=C(C)Nc3nc(-c4cccs4)nn32)cc1OC (stereo unspecified)	18[fluorescence artefact?]	17	-14	-38	8	-19	-3	6	19
CC1/C(=N/O)CC(c2ccccc2)N(C)C1c1ccccc1 (stereo unspecified)	8	-9	-10	6	-1	-19	-4	-2	22
O=S(=O)(NCCCN1CCN(c2ccccc2F)CC1)c1cccc2cccnc12	-21	1	-8	-58	-4	3	10[fluorescence artefact?]	-2	-1
COc1ccc(-c2cc(C(F)(F)F)n3nc(C(=O)NCCCn4ccnc4)cc3n2)cc1	-4	8	10	-8	-11	4	18	-3	-6
CNS(=O)(=O)c1ccc(NC(=O)C(CCSC)NC(N)=O)cc1 (stereo unspecified)	10[fluorescence artefact?]	25	-19	8	-15	-4	-11	0	4
CN(c1ccccc1C(=O)O)S(C)(=O)=O	13	-13	-25	-30	-10	5	-16	-5	-4
COc1ccc(-c2nc3c(c(=O)[nH]c(=O)n3Cc3ccccc3)n2C)cc1	17[fluorescence artefact?]	12	1	-4	8	0	41[fluorescence artefact?]	3	2
O=C(Cn1c(C(F)(F)F)nc2ccccc21)c1ccccc1	.	12	-10	4	14	0	.	.	2
CC(Oc1cc(C(F)(F)F)cc(C(F)(F)F)c1)C(=O)NC(N)=O (stereo unspecified)	-14	-9	-11	-9	10	9	-2	0	-9
Cc1cccc(C)c1OCC(=O)N/N=C/c1cc2c(cc1[N+](=O)[O-])OCO2	6	4	-2	1	5	25	6	2	-24
CC1CCCN(C2=NC(=O)/C(=C/c3cn(-c4ccccc4)nc3-c3cccc(S(=O)(=O)N(C)C)c3)S2)C1 (stereo unspecified)	.	2	-32	-5	27	.	.	.	.
O=C(O)CC1(Cc2nc(-c3cccs3)no2)CCCC1	5	9	-14	-1	3	8	-2	6	-6
O=C(Cc1ccsc1-c1ccccc1)NO	.	-7	-12	8	8	-10	.	.	9
COc1ccc(/C=N/NC(=O)CCc2ccccc2)cc1O	.	10	0	-5	-15	2	.	.	-4
O=C1C(c2ccc(F)cc2)N(Cc2ccc3c(c2)OCO3)C(=O)CN1C1CCCCC1 (stereo unspecified)	1	18	-5	12	25	-12	-1	2	9
CC(C)(C)SCCNC(=O)COc1ccccc1	-7	-5	2	-13	-14	5	-1	6	-2

More results
SMILES	Smad3 FoxH1 inh	VCAM1 TNFa inh	HUVEC tox TNFa	HUVEC tox IL1B	F-actin modifier	sEH inh	ERb SRC1 inh	Calb biofilm kill	sEH activator
O=C(O)CSc1nnc(C2CC2)n1-c1ccccc1	-12	-24	8	-42	1	9	-7[fluorescence artefact?]	3	-6
COc1cc(CNC2CCCC2)cc(Cl)c1OCc1ccc(F)cc1	.	-11	5	-24	-6	-9	.	.	12
O=C(Nc1ccc(Cl)cc1)OCc1cc(-c2ccccc2Cl)on1	.	1	-10	-93	1	2	.	.	1
CCN1CCN(C(=O)c2ccccc2N(Cc2ccccc2)S(=O)(=O)c2ccc(C)cc2)CC1	-1	31	-2	-12	-14	10	-4	6	-8
CCOC(=O)C(C)Sc1nc(-c2cccs2)ccc1C#N (stereo unspecified)	-6	.	.	2	.	.	0[fluorescence artefact?]	6	.
CC1=C(C(=O)Nc2ccccc2)C(c2ccccn2)n2ncnc2N1 (stereo unspecified)	-7	7	18	37	-7	-15	6[fluorescence artefact?]	6	16
O=c1[nH]cnc2scc(-c3cccs3)c12	9	2	6	3	4	-7	-4	-1	6
COc1ccc(C(=O)n2nc(-c3ccc(Cl)cc3)nc2N)cc1OC	5	24	1	-21	-11	10	-26	6	-7
Nc1ncnc2oc(-c3ccco3)c(-c3ccco3)c12	5[fluorescence artefact?]	0	5	9	-3	2	88*[fluorescence artefact?]	7	-2
CCC(C(=O)N1CCN(c2cccc(Cl)c2)CC1)c1ccccc1 (stereo unspecified)	10	1	-8	-8	-17	3	4	9	-5
COC(=O)c1cc(OC)c(OC)cc1NC(=O)CSc1nnc(-c2cccnc2)n1C	2	12	-40	-18	47	7	-21	4	-3
CCOCc1cn(CC(=O)c2ccc(Cl)cc2)c(C)nc1=N	12	-2	-2	81*	0	-1	-3[fluorescence artefact?]	5	-1
CCOC(=O)C(N)CSC1CC(=O)N(c2ccc(C(=O)OC)cc2)C1=O (stereo unspecified)	.	8	-29	5	19	6	.	.	-5
Nn1c(-c2cccc(Br)c2)n[nH]c1=S	7	6	-6	6	18	-8	-7	4	11
CN(C)/C=N/c1c(C#N)cnn1-c1ccc(C(F)(F)F)cn1	-2	3	-22	-7	.	-4	-1	2	4
NC(=O)c1ccc(-n2nnnc2SCC(=O)Nc2ccc(N3CCOCC3)c(Cl)c2)cc1	-1	15	-17	-153	22	67	10	7	-69
CN(C)C(=O)CSc1nnc(Cc2ccc([N+](=O)[O-])cc2)o1	.	11	.	9	1	-9	.	.	11
CCC(C(=O)O)n1c(C(F)(F)F)nc2ccccc21 (stereo unspecified)	10	-2	-10	-21	-3	4	2	6	-3
CC(C)C(c1nnnn1Cc1ccccc1)N1CCN(Cc2ccco2)CC1 (stereo unspecified)	4	6	-8	-8	-18	4	-4	2	-2
CCC(C)(C)n1nnnc1C(c1ccc2ncccc2c1)N1CCN(c2nc3ccccc3s2)CC1 (stereo unspecified)	-3	0	-19	-22	13	4	16[fluorescence artefact?]	8	-3
CS(=O)(=O)N1Cc2ccccc2CC1C(=O)Nc1ccccc1C(N)=O (stereo unspecified)	.	-52	-30	-37	-11	5	.	.	-6
Cc1cc(C)c(C(=O)OCCNC(=O)c2cccnc2)cc1C	6	24	14	32	-4	3	1	6	-2
O=S(=O)(NC1c2cccc3cccc(c23)C1N1CCN(CCO)CC1)c1ccccc1 (stereo unspecified)	0	-1	14	19	0	2	2[fluorescence artefact?]	9	-3
Clc1ccc(-c2nnc3sc(-c4ccc(Br)o4)nn23)cc1	-24	1	-11	1	-5	-8	56*[fluorescence artefact?]	8	7
CCOC(=O)c1c(C)[nH]c(C)c1C(=O)CSc1nnc(-c2cc(OC)c(OC)c(OC)c2)o1	-7[fluorescence artefact?]	0	1	3	-37	8	-3[fluorescence artefact?]	5	-9

These rows are one share of the data. The share of hits here may be higher or lower than overall.
